High-throughput results deposited in PubChem by several laboratories.
Efflux pump mplx = inhibitors of Candida antifungal efflux pumps expressed in yeast; hit rate 0.44% among 330,000; AID 485275; S. cerevisiae Candida pump triplex, Nile Red efflux; inhibition, % at 10 µM;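 active = plate passing quality check with inhibition over a set limit, or well fluorescence over plate mean plus 4 SD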;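 note: Nile Red retained in pooled yeast measured as flow cytometry median fluorescence; 0% = buffer negative control and 100% = Enniatin B positive control; higher means more Nile Red kept so more efflux inhibition; some compounds called inactive have numbers as strong as hits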
Fam108B counter = counter-screen for RBBP9 inhibitors: inhibitors of mouse Fam108B | recombinant Fam108B, FP-Rh probe fluorescence polarization | hit rate 0.33% among 300,000 | inhibition, % at 9.51 µM;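 active = inhibition above the screen mean inhibition plus 3 SD, computed separately per campaign, cut at about 18% in these data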;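 note: inhibitors lower polarization as less probe binds the enzyme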
BCLXL inh = Bcl-xL (human) inhibition | inhibition, % at 10.9 µM | AID 2129 | GST-Bcl-xL / FITC-Bim BH3 peptide fluorescence polarization | Q07817 | hit rate 0.7% among 320,000;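 active = inhibition above the mean of all tested compounds plus 3 SD, cutoff set per campaign, cut at about 30% in these data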;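 note: 0% = DMSO wells and 100% = unlabeled Bim-BH3 peptide competitor; inhibitors lower millipolarization by displacing the labeled peptide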
MCL1-BIM inh = disrupts human MCL1 binding to BIM-BH3 peptide; GST-MCL1 / FITC-Bim-BH3 fluorescence polarization; inhibition, % at 10.9 µM; hit rate 0.68% among 320,000;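 active = inhibition above the mean inhibition of all tested compounds plus 3 SD, set per campaign, cut at about 40% in these data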;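 note: 0% = DMSO wells and 100% = unlabeled Bim-BH3 peptide control; higher means more loss of mP so more displacement of Bim peptide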
PME-1 primary = PME-1 (human) inhibition. hit rate 0.53% among 320,000. Q9Y570. recombinant PME-1, FP-Rh probe fluorescence polarization. inhibition, % at 5.9 µM;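 active = inhibition above the campaign mean of all compounds plus 3 SD, cut at about 26% in these data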;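 note: competitive labeling of PME-1 active site by serine hydrolase directed probe; 0% = PME-1 with DMSO and 100% = wells lacking PME-1 enzyme; inhibitors block probe labeling so polarization falls and inhibition rises; many of its hits are not listed in these tables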
MEX-5 binding = C. elegans MEX-5 TCR-2 RNA binding activity; MEX-5/FITC-TCR2 RNA binding, fluorescence polarization; stronger effect = lower value; activity score (negative = inhibition of binding), % at 10 µM; hit rate 0.38% among 300,000; AID 1832;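 active = inhibition past about -25% in most replicates, and total fluorescence under double the plate's negative control median, limit read from the data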;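 note: 0% = DMSO and -100% = 5 µM competing unlabeled TCR2 RNA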
Target sequence (Q9XUB2 whole entry, looked up): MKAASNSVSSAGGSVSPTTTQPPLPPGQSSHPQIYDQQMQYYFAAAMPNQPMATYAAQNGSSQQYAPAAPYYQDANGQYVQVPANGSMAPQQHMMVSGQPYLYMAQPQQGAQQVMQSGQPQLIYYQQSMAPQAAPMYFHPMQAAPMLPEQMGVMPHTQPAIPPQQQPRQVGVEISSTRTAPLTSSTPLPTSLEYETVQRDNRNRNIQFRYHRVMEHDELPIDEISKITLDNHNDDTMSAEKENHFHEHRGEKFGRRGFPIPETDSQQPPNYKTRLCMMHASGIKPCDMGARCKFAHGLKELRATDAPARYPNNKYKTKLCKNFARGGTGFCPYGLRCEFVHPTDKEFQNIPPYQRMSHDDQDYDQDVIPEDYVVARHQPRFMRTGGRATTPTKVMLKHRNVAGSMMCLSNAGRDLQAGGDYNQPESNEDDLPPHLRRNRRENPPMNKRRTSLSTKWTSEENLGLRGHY
VLA-4 inh = inhibition in a human VLA-4 binding assay | P13612 | VLA-4 expressing cells, ligand binding flow cytometry | inhibition, % (about 7 µM as worked out from the volumes in the protocol) | hit rate 0.2% among 330,000 | AID 2557; in the data active = inhibition above about 50%
GLD-1 TGE inh = GLD-1-TGE RNA interaction inhibition (C. elegans); Q17339; hit rate 0.44% among 320,000; AID 2280; inhibition, % at 5.96 µM; purified GLD-1 + fluorescein TGE RNA, fluorescence polarization;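 active = percent inhibition above a per-plate cutoff, the plate mean of test compounds plus 3 SD, cut at about 30% in these data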;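 note: 0% = DMSO wells with GLD-1 and probe and 100% = wells lacking GLD-1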
Target sequence (Q17339 whole entry, looked up): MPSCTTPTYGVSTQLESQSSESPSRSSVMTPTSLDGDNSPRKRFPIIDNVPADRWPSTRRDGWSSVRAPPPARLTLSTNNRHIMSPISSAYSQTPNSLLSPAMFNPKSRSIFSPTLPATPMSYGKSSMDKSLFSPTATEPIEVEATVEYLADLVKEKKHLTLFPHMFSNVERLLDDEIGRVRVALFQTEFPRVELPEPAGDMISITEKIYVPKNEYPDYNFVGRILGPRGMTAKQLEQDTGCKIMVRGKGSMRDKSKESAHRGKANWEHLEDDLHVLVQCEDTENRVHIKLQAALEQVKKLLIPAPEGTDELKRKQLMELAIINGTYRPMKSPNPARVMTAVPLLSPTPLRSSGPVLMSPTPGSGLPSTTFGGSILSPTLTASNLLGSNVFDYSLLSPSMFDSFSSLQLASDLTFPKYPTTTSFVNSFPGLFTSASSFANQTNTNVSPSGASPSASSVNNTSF
GRK2 inh = human GRK2 inhibition via aptamer displacement | bead flow cytometry, FAM-aptamer displacement from GRK2 | inhibition of aptamer binding, % at 10 µM | hit rate 0.59% among 330,000 | AID 488847;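 active = inhibition of aptamer binding above 40%, roughly 3 SD of noise, on plates passing a quality check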;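 note: median bead fluorescence of bound FAM aptamer so fluorescent compounds give negative values; no value below 0 was filed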
* marks the source's active call; other numbers are inactive results; · = not tested or not shown. Not all compounds are listed (hit frequency here may not be typical).

SMILES	Efflux pump mplx	Fam108B counter	BCLXL inh	MCL1-BIM inh	PME-1 primary	MEX-5 binding	VLA-4 inh	GLD-1 TGE inh	GRK2 inh
COc1ccc(Cl)cc1NC(=O)CN(C)C(=O)C1CCN(C(=O)Nc2ccccc2)CC1	0.0	·	0	-2	-3	·	6	4	2
C=CCN(Cc1cc(OC)ccc1OC)C(=O)c1cc2ccc(OC)cc2[nH]1	-0.1	·	·	·	·	0.2	-14	·	30
COc1ccc(CCNc2oc(-c3cccc4ccccc34)nc2P(=O)(OC)OC)cc1OC	0.1	4	1	-3	5	0.4	0	8	2
Clc1ccc(CN2CCC(Cc3ccccc3)CC2)cc1	0.1	0	0	0	-6	-0.8	16	4	1
C=CCNC(=O)CC(=O)N/N=C/c1ccccc1F	0.1	6	3	2	-9	-0.4	22	9	0
Cc1ccc(C(=O)N2CCN(C(=O)CN3CCCC3)C2)cc1	0.4	2	3	3	0	0.0	7	-5	0
CN1CCN(Cc2oc(CO)cc(=O)c2O)CC1	-0.1	0	7	11	-2	-1.3	5	2	1
Cc1ccc(C)c(N2CCN(CCCNC(=O)Cn3cc4c(n3)CCC(C)C4)CC2)c1 (stereo unspecified)	-0.1	0	1	2	-5	0.4	37	4	0
O=c1[nH]nc2c3ccccc3cnn12	0.1	-4	3	4	-10	-0.7	2	3	1
CCCCN(C)CCCNC(=O)CCn1nc(-c2ccccc2)ccc1=O	0.0	1	-3	7	2	-0.7	15	2	0
CCCCC(=O)NC(NC(=O)CCCC)c1ccc(OCCC)c(OC)c1	3.9	-5	0	2	0	·	15	-2	5
O=C(COC(=O)c1cccc(S(=O)(=O)N2CCc3ccccc32)c1)Nc1ncc(Cl)cc1Cl	-0.7	4	1	-7	6	-3.0	-9	6	6
CCOc1cc(S(=O)(=O)Nc2ccncc2)ccc1F	-0.1	1	2	5	-2	2.0	6	6	1
CCc1ccccc1NC(=O)CSc1nc(C)c(C)o1	-0.5	·	·	·	·	1.1	18	·	1
O=C(CN1CCOCC1)NN=C1CCCCCCCCCCC1	0.1	2	3	14	7	-1.6	21	1	0
COc1cccc(COC(=O)C2CCN(S(=O)(=O)c3cccs3)CC2)c1OC	0.1	-2	-5	-7	14	-3.5	34	10	0
Cc1ccc(C(=O)NC2CCCCC2)cc1S(=O)(=O)N1CCCC1	-0.2	5	2	0	-8	-0.3	8	0	0
Cc1nc(-c2ccc(F)cc2)c(CC(=O)N(C)CC(=O)Nc2ccccc2Br)s1	0.1	-2	0	3	2	0.9	9	2	0
Cc1ccccc1NC(=O)c1cc2ccccc2o1	-0.1	1	2	-9	-5	-1.0	5	3	0
CCOc1ccc(CC2c3cc(OCC)c(OCC)cc3CCN2C(=O)c2cc(OC)c(OC)c(OC)c2)cc1OCC (stereo unspecified)	0.1	2	2	0	-6	1.3	-5	5	5
CNC[C@H](CC1CCCCC1)NC[C@H](CO)NCC1(c2ccccc2)CC1	0.3	0	-2	-9	1	23	28	3	2
CC(C)(C)NC(=O)C1c2ccccc2Oc2ccccc21	0.1	2	2	5	-7	0.2	9	11	0
CCCn1c(C(C)Nc2nc(-c3cc(Cl)c(N)c(Cl)c3)cs2)nc2cc(Cl)c(N3CCCCC3)cc21 (stereo unspecified)	-0.1	5	-1	3	4	-0.6	14	-1	0
O=C(Nc1ccccc1Cl)N1CCCN(c2nc(-c3ccccc3)ns2)CC1	-0.1	-7	2	3	-6	0.5	-1	-1	5
CCCCc1ccc(NC(=S)NCc2cccc(OC)c2)cc1	0.2	-13	4	13	1	-2.5	0	1	0
COC(=O)c1cc(NS(=O)(=O)c2ccc(NC(C)=O)cc2)cc(C(=O)OC)c1	0.0	0	0	8	1	-0.6	0	1	0
Cn1c(Cc2csc(N)n2)nnc1SCC(=O)NCc1ccccc1	-0.2	4	6	7	-1	-2.7	-8	12	2
Cc1cc(S(=O)(=O)NCC(c2ccccc2)c2ccccc2)ccc1-n1cnnn1	0.0	-3	3	-3	11	-2.8	-6	-1	0
COc1ccc(C2NC(=O)C(C#N)=C(S)N2c2ccc(C)cc2)cc1OC (stereo unspecified)	-0.1	-3	3	9	8	0.1	8	-2	0
CC(=O)NNC(=O)CCn1c2c(c3ccccc31)CCCC2	-0.2	2	9	9	2	-3.5	-2	9	0
CC1CC(C)CN(C(=O)CSc2nnc(N)s2)C1 (stereo unspecified)	0.1	-3	-6	-21	1	0.1	12	-14	0
COc1ccc(NC(=O)c2cnc3n(c2=O)CCS3)cc1OC	0.6	0	0	0	-5	1.4	1	-4	0
Cc1cc(C)c2c(N)c(C(=O)C(C)(C)C)sc2n1	0.0	2	-3	-10	-2	2.3	3	6	1
CCC1CCc2sc(C(=O)O)cc2C1 (stereo unspecified)	0.1	2	11	7	-4	-2.0	11	1	0
COc1ccc(Oc2nccc(-c3ccc(Cl)cc3)n2)cc1	0.1	10	3	1	1	-0.8	13	5	2
COCCNC(=O)c1nn2c(C(F)(F)F)cc(-c3ccccc3)nc2c1Cl	-0.1	0	1	2	4	2.3	16	4	0
COc1cccc(C2c3[nH]c4ccccc4c3CCN2C(=O)Cn2cncn2)c1OC (stereo unspecified)	0.0	3	-2	-10	-4	0.8	8	0	0
CN(CC(=O)Nc1ccccc1Cl)C(=O)COC(=O)CCN1C(=O)C2CC=CCC2C1=O (stereo unspecified)	0.0	-1	2	-5	-9	-1.2	9	1	4
COC(=O)C1=CN(C2CCCCC2)C=C(C(=O)OC)C1c1ccc2c(c1)OCO2	0.1	1	4	4	1	0.6	9	3	3
COCCN(CCOC)C(=O)c1ccc(NS(=O)(=O)c2ccc3[nH]c(=O)[nH]c3c2)cc1	-0.4	3	3	1	0	-0.2	-1	13	0
O=C(CSc1ncnc2scc(-c3ccccc3)c12)NC1CCS(=O)(=O)C1 (stereo unspecified)	-0.1	-7	2	6	5	-0.2	-3	2	3
COc1ccc(S(=O)(=O)Nc2cc3c4c(oc3c3ccccc23)CCCC4=O)cc1	0.0	-8	-2	-3	-10	-0.3	10	-9	3
O=C(CCc1n[nH]c(=O)[nH]c1=O)Nc1cccc([N+](=O)[O-])c1	0.1	-4	9	12	-3	-6.1	13	11	1
C[C@@]12C(=O)N(c3ccc(C(F)(F)F)cc3)C(=O)N1[C@@H]1c3ccccc3OC[C@@H]1[C@H]2c1ccccc1	0.1	-5	2	4	-2	0.5	1	0	0
CCOC(=O)Cc1csc(SCC(=O)Nc2sc3c(c2C(N)=O)CCC3)n1	0.0	9	14	39	-4	·	-3	-15	2
COC(=O)C1=C(C)N(Cc2ccco2)C(=O)N[C@@H]1c1ccc(Br)cc1	-0.2	1	3	5	-2	0.5	-7	3	0
Cc1nn(Cc2ccc(Cl)cc2)c(Cl)c1/C=N/NC(=O)CNc1ccccc1F	-0.3	0	6	17	7	-2.1	22	2	0
O=C(O)CCCCNS(=O)(=O)c1ccc(Cl)c(C(F)(F)F)c1	0.1	1	3	4	-2	2.3	11	-8	0
Cc1csc2nc(CSc3nncn3-c3ccccc3)c(Br)n12	-0.1	0	-5	0	-3	-2.9	4	5	0
Cc1noc(C)c1NC(=O)N(C)C[C@H]1Oc2c(NC(=O)c3ccncc3)cccc2C(=O)N([C@H](C)CO)C[C@@H]1C	0.0	·	·	·	·	·	0	-4	3
COC(=O)CCC(=O)NNC(=O)Cc1ccccc1	0.0	-1	6	3	-1	0.3	13	-3	0
O=C(Nc1ccc(S(=O)(=O)N2CCOCC2)cc1)c1c(F)cccc1F	0.6	-2	6	-3	-9	-1.5	7	0	2
Cc1ccc(NC(=O)Cn2nc(C(=O)Nc3ccc(C)cc3)ccc2=O)cc1	0.2	-17	-1	-4	-21	1.3	6	8	2
COc1ccc(/C=C/CN2CCCC(CO)(Cc3cccc(Cl)c3)C2)cc1 (stereo unspecified)	0.1	-1	-3	-3	-3	3.7	1	-3	0
CC(C)(C)C(=O)N=C1SC2CS(=O)(=O)CC2N1c1ccc2c(c1)OCO2 (stereo unspecified)	0.0	2	4	8	3	0.2	0	3	1
COc1ccc(/C=N/NC(=O)c2cc(C)oc2C)cc1OCc1ccccc1	0.0	-3	5	4	-7	-1.3	9	-2	0
O=C(c1ccc(F)cc1)N1CCC(n2nnc3ccccc32)CC1	-0.1	0	0	-7	-8	1.2	6	-2	4
O=C(NCc1ccccc1)C1CC(=O)N(C2CCCCCC2)C1 (stereo unspecified)	-0.1	2	9	0	1	0.5	7	0	2
COC(=O)Cn1cnc2c(C#N)c3n(c2c1=O)CCCC3	0.0	-3	3	6	1	3.4	-10	0	0
Cc1nnc(SCC(=O)N2CCc3ccccc32)n1-c1ccccc1	0.3	-6	-1	-8	-1	3.7	3	-4	4

(listing goes on)
SMILES	Efflux pump mplx	Fam108B counter	BCLXL inh	MCL1-BIM inh	PME-1 primary	MEX-5 binding	VLA-4 inh	GLD-1 TGE inh	GRK2 inh
C/C(=N\NC(=O)c1ccc(CSc2nc(C)cc(C)n2)cc1)C1CCCCC1	-0.1	-3	0	2	-10	0.9	2	-1	1
CN(CC(=O)Nc1ccc(C#N)cc1)Cc1ccc(Cl)c(Cl)c1	0.0	-3	3	1	3	-1.8	11	3	1
O=C(Nc1ccc(N2CCOCC2)cc1)c1cccc2ccccc12	-0.1	2	2	0	-2	-0.2	4	-2	2
O=C(NC1CCCc2ccccc21)c1ccc(F)cc1F (stereo unspecified)	0.0	3	3	-1	3	2.3	8	0	2
COc1ccc(NC(=O)C(=S)N2CCCC2)cc1	-0.4	5	10	6	-3	0.0	1	-1	1
COc1ccc2[nH]c(=O)c(NC(N)=S)nc2c1	-0.2	-2	4	3	4	·	7	-2	1
COn1c(C)c(C(C)=O)c2c3no[n+]([O-])c3ccc21	0.1	2	1	-4	2	0.0	12	3	3
CSc1nnc(-c2cc(C)on2)n1-c1ccccc1	-0.3	-2	-3	4	-9	-1.2	-10	0	1
Cn1c(SCC(=O)Nc2ccccc2Oc2ccccc2)nnc1C1CC1	0.2	·	0	-7	-6	·	0	3	2
COCCCN1C(=O)c2ccccc2C1C(=O)NC1CCCCCC1 (stereo unspecified)	-0.1	-1	4	8	1	2.6	-14	9	1
CCn1c(SCC(=O)N2CCCCC2)nc2c(c1=O)SCC2	-0.2	1	6	7	4	0.5	-17	-3	1
O=C(COC(=O)COc1cccc(F)c1)NCCC1=CCCCC1	0.0	2	3	4	3	-0.4	9	0	0
CCCOC(=O)c1ccc(NC(=O)C(=O)NCC2CCCO2)cc1 (stereo unspecified)	-0.1	1	3	2	-3	2.4	10	1	2
C=CCOc1ccc(/C(O)=C2\C(=O)C(=O)N(CCCOC)C2c2ccncc2)cc1 (stereo unspecified)	0.0	5	2	-7	6	3.2	5	-3	0
CNc1nc(Nc2ccc(C)c(Cl)c2)nc(N)c1[N+](=O)[O-]	-0.1	-19	5	9	-14	-0.1	-10	1	0
Cc1ccc(C(=O)OC2=CC(=O)CC(C)(C)C2)cc1	-0.2	-4	0	2	-4	0.5	-2	2	0
CCCCC(=O)NCc1ccc(Cl)cc1	2.5	0	1	6	3	-0.9	9	3	1
